12-LOX inh: Primary qHTS assay for inhibitors of human arachidonate 12S-lipoxygenase (ALOX12): Round 2; Polyunsaturated fatty acid lipoxygenase ALOX12 (Homo sapiens), P18054; purified 12hLO, xylenol orange hydroperoxide absorbance; Potency, µM (series often up to 108 µM), for inactives: at the top dose activity change, negative = inhibition, hits mostly inhibitors; hit rate 1.1% among 580,000; AID 1671190, 2021; active means well fitted inhibition curve with a large enough effect; inconclusive means small, poorly fitted or top-dose-only effect, or another doubt; inactive means no such curve, though single readings can be large or run the other way
Target sequence (P18054 whole entry, looked up): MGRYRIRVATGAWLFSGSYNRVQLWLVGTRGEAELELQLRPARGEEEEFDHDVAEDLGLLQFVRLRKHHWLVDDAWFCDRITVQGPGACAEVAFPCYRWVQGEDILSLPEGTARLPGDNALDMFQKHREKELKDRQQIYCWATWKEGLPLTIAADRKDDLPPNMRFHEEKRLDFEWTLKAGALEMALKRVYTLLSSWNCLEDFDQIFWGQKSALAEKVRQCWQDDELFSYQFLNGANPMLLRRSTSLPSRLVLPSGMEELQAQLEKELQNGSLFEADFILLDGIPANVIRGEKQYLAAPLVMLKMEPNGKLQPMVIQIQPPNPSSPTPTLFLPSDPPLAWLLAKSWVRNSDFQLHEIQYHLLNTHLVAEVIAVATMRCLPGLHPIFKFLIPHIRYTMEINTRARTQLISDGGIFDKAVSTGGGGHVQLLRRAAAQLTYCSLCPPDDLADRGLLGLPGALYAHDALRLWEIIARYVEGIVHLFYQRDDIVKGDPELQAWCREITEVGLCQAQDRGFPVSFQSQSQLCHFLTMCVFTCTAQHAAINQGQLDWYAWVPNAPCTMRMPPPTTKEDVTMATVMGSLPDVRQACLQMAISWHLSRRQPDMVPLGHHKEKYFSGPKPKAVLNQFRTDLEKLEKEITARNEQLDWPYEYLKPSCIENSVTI
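Purified human 12hLO at 150 nM in 25 mM Hepes, 0.01% Triton X-100, pH 7.0, preincubated 15 min at room temperature with compound. Reaction started with 40 uM arachidonic acid, 30 min at room temperature. Hydroperoxide measured by Fe-xylenol orange, 573/405 nm absorbance ratio.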
* marks the source's active call; other numbers are inactive results; ? = inconclusive; [ ] = another dose, or the depositor's remark. On the % scale 0 is the no-effect control and ±100 the full control effect; potency means the concentration at half of the fitted maximal effect. A portion of the library, so the mix of outcomes need not match the whole.

SMILES	12-LOX inh
CCOC(=O)C1=C(C(=O)OCC)C2N(Cc3ccc(C(F)(F)F)cc3)c3ccccc3[C@@]23C[C@@H](C(=O)OC)N(S(=O)(=O)c2ccccc2C)C3=N1 (stereo partly drawn)	7%
COc1ccc(Cl)cc1NC(=O)c1nc2ccccc2nc1N1CCCCC1	-16%
Cc1oc(-c2nc(C#N)c(NCC3CCCO3)o2)cc1S(=O)(=O)N1CCCCCC1 (stereo not drawn)	78%
Cc1ccc(C2Cn3nnc(-c4nc(-c5cccnc5)no4)c3CO2)c(C)c1 (stereo not drawn)	16%
CCCCn1c(-n2nc(CC)cc2CC)nc2c1c(=O)[nH]c(=O)n2C	1%
COc1ccccc1N(C)S(=O)(=O)c1ccc(C(=O)OCn2nnc3ccccc3c2=O)cc1	-8%
O=C(Nc1ccc(Oc2ccccc2)cc1)O[C@@H]1CO[C@H]2[C@@H]1OC[C@@H]2NC(=O)c1ccc(C(F)(F)F)cc1	?
Cc1ccc(C)c(NC(=O)c2nc3ccccc3nc2N2CCOCC2)c1	-4%
O=C1CSC(c2ccc(Br)cc2)N1c1cccc(C(F)(F)F)c1 (stereo not drawn)	?
CC(C)C[C@@H]1N[C@H](C(=O)NCC2CC2)Cc2c[nH]c3cccc1c23	58%[activator][176 µM]
Cc1nc2ncccn2c1C(=O)N1CCC(c2[nH]ncc2-c2ccccc2)CC1	-13%
O=[S+]([O-])(Nc1nncs1)c1ccc2c(c1)OCCN(Cc1cncc(F)c1)C2	?
O=C(c1ccc(C(F)(F)F)cc1)N1CCN(C2CCN(Cc3cccnc3)C2=O)CC1 (stereo not drawn)	12%
COCC1CN(C(C)=O)CC12CCN(Cc1ccc(Cl)cc1F)CC2 (stereo not drawn)	?
CCOC(=O)CCNC(=O)N1CCC(OC2CCN(S(C)(=O)=O)CC2)CC1	37%[activator]
CCOc1ccc(CNC(=O)CN(C(=O)C2=C(C)OCCS2)c2ccc(Cl)cc2)cc1OC	-10%
CN(C)CCOCC1(C)COc2ccc(C(=O)NCc3cccc(F)c3)cc2N1 (stereo not drawn)	0%[176 µM]
O=C(CCCc1nc2ccccc2s1)N1CCCC1c1ccc(F)cc1 (stereo not drawn)	6%
CCN(CC)C(=O)c1cc2c(s1)CCC(C(=O)NC)C2 (stereo not drawn)	34%[activator]
CC(C)Cc1nc2nccc(-c3ccncc3)n2n1	29%
COCCN1CCC2(CCC1=O)CN(C(=O)c1ccco1)CCN2C (stereo not drawn)	?
CCOC(=O)C1=C(C)N=C2SCC(=O)N2C1c1cccc(OC)c1OC (stereo not drawn)	6%
COC(=O)[C@H](NC(=O)[C@@H]1C[C@@H](NC(=O)c2ccncc2)CCN1S(=O)(=O)c1ccc(OC)cc1)C(C)C	20%
C/C(CC(C)C)=N\NC(=O)c1ccc(C)c(C)c1	71%[activator]
O=C(O)c1ccc(F)c(Br)c1	-29%
COCC(C)n1c(C)cc(C(=O)Cn2cnc3scc(-c4ccc(C)cc4)c3c2=O)c1C (stereo not drawn)	1%
CCOc1ccc(C=O)c2ccccc12	3%
O=C(/C=C/c1ccc(OC(F)(F)F)cc1)N1CCCC1	-24%
COCCNC(=O)[C@@H]1C[C@H](Oc2ccccc2)CN1C(=O)c1ccc(OC)nc1OC	31%[activator]
COc1cccc(CCC(=O)NCc2nnc3c(-c4nc(C5CC5)no4)cccn23)c1	75%[activator]
COCC(C)n1c(COc2ccccc2F)nnc1SCC(=O)OC(C)(C)C (stereo not drawn)	?
O[C@@H]1CO[C@H]2[C@@H]1OC[C@@H]2n1cc(-c2ccccc2)nn1	-7%[176 µM]
CCOc1ccc(C)cc1S(=O)(=O)n1ccnc1C	-8%
Cc1cc(CN(C)C2CCCc3ccccc32)no1 (stereo not drawn)	6%[176 µM]
CCN(Cc1nc2cc(Cl)ccc2c(=O)[nH]1)C(=O)c1cc(Cl)c2c(c1)OCO2	-32%
CCn1ccc(C(=O)N2CCC(c3cc(Cc4ccccc4)[nH]n3)CC2)n1	37%[activator]
COc1ccc(CNC(=O)c2c(C)noc2-c2cccc(F)c2)cc1	8%
Cc1nc2cc(NS(=O)(=O)c3c(C)c(C)c(C)c(C)c3C)ccc2o1	-36%
Cc1cc(Cl)ccc1S(=O)(=O)N1CCCC1c1nncn1-c1ccccc1 (stereo not drawn)	?
Cc1ccc(C(=O)N2CCC3(CC2)N=C(c2ccccc2)NO3)cc1	-4%

In the list so far, twelve contain fluorine:
SMILES	12-LOX inh
CCOC(=O)C1=C(C(=O)OCC)C2N(Cc3ccc(C(F)(F)F)cc3)c3ccccc3[C@@]23C[C@@H](C(=O)OC)N(S(=O)(=O)c2ccccc2C)C3=N1 (stereo partly drawn)	7%
O=C(Nc1ccc(Oc2ccccc2)cc1)O[C@@H]1CO[C@H]2[C@@H]1OC[C@@H]2NC(=O)c1ccc(C(F)(F)F)cc1	?
O=C1CSC(c2ccc(Br)cc2)N1c1cccc(C(F)(F)F)c1 (stereo not drawn)	?
O=[S+]([O-])(Nc1nncs1)c1ccc2c(c1)OCCN(Cc1cncc(F)c1)C2	?
O=C(c1ccc(C(F)(F)F)cc1)N1CCN(C2CCN(Cc3cccnc3)C2=O)CC1 (stereo not drawn)	12%
COCC1CN(C(C)=O)CC12CCN(Cc1ccc(Cl)cc1F)CC2 (stereo not drawn)	?
CN(C)CCOCC1(C)COc2ccc(C(=O)NCc3cccc(F)c3)cc2N1 (stereo not drawn)	0%[176 µM]
O=C(CCCc1nc2ccccc2s1)N1CCCC1c1ccc(F)cc1 (stereo not drawn)	6%
O=C(O)c1ccc(F)c(Br)c1	-29%
O=C(/C=C/c1ccc(OC(F)(F)F)cc1)N1CCCC1	-24%
COCC(C)n1c(COc2ccccc2F)nnc1SCC(=O)OC(C)(C)C (stereo not drawn)	?
COc1ccc(CNC(=O)c2c(C)noc2-c2cccc(F)c2)cc1	8%

New compounds follow:
SMILES	12-LOX inh
O=C(CCc1ccccc1)N1CC[C@H]2COC(=O)N2c2cc(F)ccc2C1	104%[activator][176 µM]
COc1ccc(F)c(CN2CCCC3(CCN(C(=O)c4ccsc4)C3)C2)c1 (stereo not drawn)	9%
C=CCNC(=O)CCc1c(C)nn(-c2ccc(F)cc2)c1Oc1ccccc1	?
COCCNC(=S)N/N=C/c1c(OC)cc(OC)cc1OC	?
COc1ccc2cc(CNc3ccc(C)cc3)c(=O)n(CC(=O)Nc3ccc(C)cc3C)c2c1	7.9µM*
CCCCCCCCOc1ccc(C(CC(=O)c2ccccc2)CC(=O)c2ccccc2)cc1	1%
Cc1ccc(NC(=O)N2CCC(CCNC(=O)CC3CCCC3)CC2)cc1F	5%
CN(C)CC(O)COc1ccc(CN2CCN(c3ncc[nH]c3=O)CC2)cc1 (stereo not drawn)	-9%
COc1ccc(NC(=O)c2ncoc2-c2cccc(C)c2)c(OC)c1	?
Cc1ccc(C)c(/C=C/C(=O)c2cccc([N+](=O)[O-])c2)c1	-20%
CC(C)Cn1cncc1CN1CCC2(CC1)C(C(=O)O)CC(=O)N2C (stereo not drawn)	19%
Cc1cc(C)cc(C(=O)N2CCC(Oc3ncccc3C(=O)N(C)C)C2)c1 (stereo not drawn)	-9%
Cc1cccc(-c2nc(CN3CCC(C(=O)N4CCc5nc6cc[nH]n6c(=O)c5C4)CC3)c(C)o2)c1	21%
COC(=O)C1=C(C)NC(=O)NC1c1cccc(Oc2ccc(Cl)cc2)c1 (stereo not drawn)	?
COc1ccc(-n2nc(C3CCN(C(=O)c4ccc(C)cc4)CC3)[nH]c2=O)cc1	28%
COc1ccccc1CNC(=O)c1c(OCC(C)C)cc(=O)n2c1CCCCC2	39%[activator]
CCNC(=O)NC(=O)C(C)Sc1nnc(N2CCCCC2)n1-c1ccc(C)cc1 (stereo not drawn)	-9%
O=C(CSc1ccc2c(c1)OCCCO2)Nc1ccccc1Cc1ccccc1	-28%
COC(=O)c1sc2nc(N3CCOCC3)c3c(c2c1N)CCN(C)C3	?
O=C1[C@@H]2C[C@@H](CN2C(=O)c2ccccc2F)Oc2ccccc2N1Cc1ccccc1	-5%[176 µM]
NS(=O)(=O)c1ccc(N/N=C/c2ccc(Cl)cc2Cl)c([N+](=O)[O-])c1	75%
COc1ccc(-c2ccc(=O)n(CC(=O)NCc3cccnc3)n2)c(F)c1	1%
Cc1nc(N2CCCC3(CN(C)C(=O)O3)C2)cc(-n2cccn2)n1 (stereo not drawn)	18%
COc1ccccc1CCNC(=O)c1csc(NC2CC2)n1	14%
O=C(COc1ncnc2ccc(Br)cc12)Nc1cc(F)ccc1F	-53%
CC(C)(C)OC(=O)CN(CCc1ccccc1)CCS(C)(=O)=O	6%
O=C(C1CC1)N1CC2(CCCN2C2COC2)Cc2ccccc21 (stereo not drawn)	1%[6.33 µM]
COc1ccc(-c2[nH]ncc2-c2ccccc2)c(O)c1	?
CCc1ccccc1NC(=O)c1cc(C2CC2)nc2ccccc12	-5%
Cc1cccc(-c2nc3cnccn3c2NCCC(=O)NCc2ccc3c(c2)OCO3)c1	-4%
CC(Sc1n[nH]c(-c2ccccc2)n1)C(=O)Nc1cccc(C(F)(F)F)c1 (stereo not drawn)	?
CCN1c2cc(C(=O)NCc3ccc(F)cc3)ccc2C(=O)N2CCCCCC21 (stereo not drawn)	-1%
C#CCNC(=O)c1nccnc1N	-45%
Cc1cccc(C(=O)N2CCC3(CC2)CC(N(C2CC2)S(C)(=O)=O)CCO3)c1 (stereo not drawn)	40%[activator]
COc1nc2c(cc1CNC(=O)C1CCCO1)C(=O)N(CCc1ccccn1)C2 (stereo not drawn)	24%
COc1cccc(S(=O)(=O)N2CCCC(c3nc(C(C)C)no3)CCNC(=O)CC2)c1 (stereo not drawn)	9%
N#Cc1ccc(CN2CCCC3(Cc4ccccc4CNC3=O)C2)cc1 (stereo not drawn)	?
O=C(Oc1cccc2cccnc12)c1ccc2ccccc2c1	4%
CC(C)(C)c1cc(Sc2c(Cl)c(Cl)nc(Cl)c2Cl)cc(C(C)(C)C)c1O	18%
CC(C)CNC(=O)Nc1cccc(-c2ccc(N3CCC(C)CC3)nn2)c1	3%

12-LOX inh: hit marks shown above.
SMILES	12-LOX inh
COc1ccc2cc(CNc3ccc(C)cc3)c(=O)n(CC(=O)Nc3ccc(C)cc3C)c2c1	7.9µM*

Following part
SMILES	12-LOX inh
CCc1ccc2nc(-c3ccc(C)cc3C)cc(C(=O)O)c2c1	-43%
CCc1nc(-c2c3n(c(=O)n(Cc4cccc(C#N)c4)c2=O)CCCCC3)no1	30%
Cc1cc(C)c(CCNC(=O)NNc2nc(C)cc(C)n2)c(C)c1	?
Nc1ccc(/C=C/c2ccc([N+](=O)[O-])cc2)cc1	-37%
COc1ccc(NC(=O)N2CCC(O)(c3csc(CN4CCN(C)CC4)n3)CC2)cc1	-18%
CC(C)c1ccc(N2C(=S)N[C@H]3[C@@H](O)[C@H](O)C[C@@H](C(=O)N(C)Cc4ccccc4)[C@H]32)cc1	-6%
COc1ccc(C2(C(=O)N3CCC(CC(=O)NC4CC4)C3)CC2)cc1 (stereo not drawn)	30%
Cc1ccc(C(=O)CCN2CCCCCC2)cc1	3%
C[C@@H]1CCCCO[C@@H](CN(C)CC2CCCCC2)[C@@H](C)CN([C@H](C)CO)C(=O)c2cc(NC(=O)Nc3ccc4c(c3)OCO4)ccc2O1	?
COc1ccc(CN2CCc3oc(C)c(C(=O)NCc4cccnc4)c3C2)cc1	-2%
COc1ccc(C(=O)N2CCCC3(CCC(=O)N(Cc4ccncc4)C3)C2)o1 (stereo not drawn)	1%
O=S(=O)(c1ccc(Cl)cc1)N1CCOC[C@H](Oc2ccc(C(F)(F)F)cc2)C1	6%
CC1=C(C(=O)N2CCOC(CCCc3ccccc3)C2)OCCO1 (stereo not drawn)	8%
COCCOC1CCOC2(CCN(C(=O)Nc3cccc(F)c3)CC2)C1 (stereo not drawn)	29%
CN1CCN(c2ccc(-c3cc4c(ccn4C)c(C(=O)NCc4cnccn4)n3)cc2)CC1	19%
CN(C)C(=O)c1ccc(OC2CCN(C(=O)c3ccccc3F)CC2)nc1	12%
COc1ccc(-c2noc([C@@H]3CCCN3C(=O)c3ccc(F)c(F)c3)n2)cc1OC	28%
O=C1N(CCc2ccccc2)CCOC12CCN(Cc1ccc(F)cc1)CC2	53%[activator][176 µM]
CC(=O)c1ccc(NC(=O)N[C@@H]2C=C(C(=O)N[C@H](CC(C)C)C(N)=O)C[C@@H](O)[C@@H]2O)cc1	19%
CN(C)CCCN(C(=O)c1ccc(S(=O)(=O)N2CCCc3ccccc32)cc1)c1nc2ccc(F)cc2s1	45%[activator]
CCCCNC(=O)c1nc(-c2ccc(C(F)(F)F)cc2)oc1-c1ccccc1	-6%
COC1C(=O)N(c2cccc(F)c2)C12CCN(C(=O)C1CCCC1)CC2 (stereo not drawn)	34%[activator]
COCCn1c(SC(C)C(=O)c2cc(C)ccc2C)nnc1-c1ccc(Cl)cc1 (stereo not drawn)	-20%
CC(C)N1C[C@H](O)C[C@H]1c1nc(-c2ccc3c(c2)OCO3)no1	?
O=C(c1ccc(F)cc1)N1CCCC2(CNc3ccccc3[S+](=O)([O-])N2)C1 (stereo not drawn)	35%[activator]
O=C(NC1C2CC3CC(C2)CC1C3)c1cccc2c(Br)cccc12 (stereo not drawn)	0%
O=C(NC1CCCC1)c1ccc2c(Cl)c3c(nc2c1)CCCC3	-7%
Cc1cc(C(=O)Nc2ccccn2)c2ccccc2n1	-15%
O=C(CN1C(=O)COc2ccc(C(=O)COc3cccc(F)c3)cc21)NCc1ccc(F)cc1	-17%
O=C(O)c1cc(-c2ccccn2)nc2ccc(Br)cc12	?
Cc1nn(-c2cc(N3CCN(C(=O)C(C)(C)C)CC3)ccc2[N+](=O)[O-])c(=O)c2ccccc12	6%
